Source: PubChem BioAssay
CHT allo act – human CHT allosteric activation; actives 0.49% (n = 310,000); CHT-expressing cells, membrane potential dye, choline EC20; stronger effect = higher value; LV-AA mutant CHT in HEK293 cells; AID 488977; Q9GZV3; B-score at 10 µM;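 active means initial fluorescence not abnormally high and integrated response B-score, plate-corrected, over 3 SD above library mean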
Target sequence (Q9GZV3 whole entry, looked up): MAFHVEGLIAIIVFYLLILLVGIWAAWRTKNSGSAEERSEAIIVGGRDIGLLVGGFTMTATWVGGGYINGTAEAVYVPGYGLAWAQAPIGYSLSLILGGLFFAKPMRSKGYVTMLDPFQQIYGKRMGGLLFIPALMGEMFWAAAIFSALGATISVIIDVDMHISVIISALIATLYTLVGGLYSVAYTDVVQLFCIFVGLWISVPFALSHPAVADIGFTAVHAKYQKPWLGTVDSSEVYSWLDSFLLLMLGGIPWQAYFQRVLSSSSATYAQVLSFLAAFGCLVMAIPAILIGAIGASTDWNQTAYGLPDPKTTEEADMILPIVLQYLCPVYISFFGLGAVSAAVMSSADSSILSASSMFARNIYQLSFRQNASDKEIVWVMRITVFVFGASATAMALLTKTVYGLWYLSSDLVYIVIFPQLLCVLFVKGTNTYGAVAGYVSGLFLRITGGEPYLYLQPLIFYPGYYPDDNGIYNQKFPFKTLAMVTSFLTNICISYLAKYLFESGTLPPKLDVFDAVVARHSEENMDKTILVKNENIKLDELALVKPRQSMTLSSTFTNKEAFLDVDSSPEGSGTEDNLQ
OX1R antag – blocks the human orexin 1 receptor. CHO/OX1R cells, Fluo-8 calcium fluorescence, orexin A. inhibition, % at 5 µM. actives 0.43% (n = 330,000). AID 434989;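 active means inhibition above its plate's threshold, mean inhibition of all tested compounds on the plate plus 3 SD, cut at about 37% in these data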;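 further: 0% = orexin A challenge wells and 100% = SB-334867-A antagonist wells; not every result past the cut was called active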
Target sequence (O43613 whole entry, looked up): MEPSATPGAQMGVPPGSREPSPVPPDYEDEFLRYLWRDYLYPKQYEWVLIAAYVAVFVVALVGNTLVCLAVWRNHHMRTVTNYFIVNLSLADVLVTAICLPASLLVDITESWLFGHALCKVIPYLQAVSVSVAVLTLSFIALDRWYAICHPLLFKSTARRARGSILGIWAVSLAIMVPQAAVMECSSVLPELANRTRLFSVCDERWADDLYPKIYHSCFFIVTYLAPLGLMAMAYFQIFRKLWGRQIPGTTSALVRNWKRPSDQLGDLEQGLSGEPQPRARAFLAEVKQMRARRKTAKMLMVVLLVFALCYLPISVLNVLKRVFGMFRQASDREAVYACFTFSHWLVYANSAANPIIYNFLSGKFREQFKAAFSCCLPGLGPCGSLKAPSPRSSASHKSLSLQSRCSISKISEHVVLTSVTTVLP
The depositor's hits bear a star; i = inactive; nt = not tested or not shown.

SMILES	CHT allo act	OX1R antag
Cc1cnc(NC(=O)c2cccc(S(=O)(=O)N3CCOCC3)c2)s1	nt	-13
CN(C(=O)CSc1nnc(-c2ccc(Cl)cc2)n1CC1CCCO1)C1CCS(=O)(=O)C1 (configuration not stated)	i	-4
CN(CC(=O)Nc1ccccc1Cl)C(=O)CCSc1ccc(F)cc1	i	-13
CC1CCN(CC(=O)N2c3ccccc3CCc3ccccc32)CC1	i	-26
Cc1ccc(S(=O)(=O)N2C(=O)CCC2C(=O)Nn2cnnc2)cc1 (configuration not stated)	i	-10
CC(C(=O)Nc1ccccc1)C(=O)Nc1ccccc1	i	-13
Cc1ccc(-c2cc(-c3nnc(SCC(=O)N(C)CCC#N)n3N)c3ccccc3n2)cc1	i	-24
O=C(/C=C/c1ccc(OCCCF)cc1)N1CCOCC1	i	0
CC(=O)Nc1ccc(S(=O)(=O)N2CCN(S(=O)(=O)c3ccc(NC(C)=O)cc3)CC2)cc1	i	nt
Cc1ccc(C(=O)Nc2ccc(N3CCN(C(=O)c4cccs4)CC3)cc2)c(Cl)c1	i	-17
O=C(Nc1nccs1)c1cn(-c2ccccc2)nc1-c1ccccc1	i	-24
Nn1c(SCc2cn3cc(Cl)ccc3n2)nnc1-c1ccncc1	i	-11
CCCCc1ccc(S(=O)(=O)Nc2cc(C)on2)cc1	i	-20
CCOC(=O)C1(Cc2ccccc2)CCN(Cc2cc(OC)c3c(c2)OCO3)CC1	i	-13
Cc1cc(C)nc(SCC(=O)Nc2nccs2)n1	i	-13
CCOC(=O)c1sc(Nc2cccc(C)c2C)nc1C	i	-33
Cc1csc(SCC(=O)NC(=O)c2ccccc2)n1	i	4
CC(O)(CS(=O)(=O)Cc1ccccc1)c1ccc(Cl)cc1 (configuration not stated)	i	-4
O=Cc1c(NCc2ccccc2)c2ccccc2[nH]c1=O	i	-6
N/C(=N\OC(=O)N1c2ccccc2Sc2ccccc21)c1ccc(Br)cc1	i	-18
CCOc1ccc(CCNC(=O)Cn2ncn3nc(-c4ccc(OC)cc4)cc3c2=O)cc1OCC	i	-17
Cc1ccc(C)c(N2N=C(C(=O)Nc3nccs3)CCC2=O)c1	i	-13
CCCn1c(N)c(N(CCOC)C(=O)C(C)Oc2ccc(F)cc2)c(=O)[nH]c1=O (configuration not stated)	i	0
Cc1ccc(C(=O)Nc2ncn[nH]2)cc1	i	3
Cn1cc([N+](=O)[O-])c(C(=O)Nc2ccc(C(=O)N3CCCCC3)cc2)n1	i	-16
COc1ccccc1NS(=O)(=O)c1cc(NC(=O)c2ccncc2)ccc1N1CCOCC1	i	-21
CC1C=CCC2C(=O)N(c3cccc(C(=O)Nc4ccc(F)cc4)c3)C(=O)C12 (configuration not stated)	i	-23
COCCN(C(=S)Nc1ccccc1C)C(C)c1ccco1 (configuration not stated)	i	-11
Cc1cc(-n2c(C)cc(C(=O)CN3C(=O)C(=O)N(C)C3=O)c2C)no1	nt	-24
Cc1ccc2cc(CN(Cc3cccs3)Cc3nnnn3CC3CCCO3)c(=O)[nH]c2c1 (configuration not stated)	i	-31
COc1ccc(-c2c(-c3ccc(O)cc3O)n[nH]c2C)cc1OC	i	-7
Cc1ccc(S(=O)(=O)Cn2nnnc2C(C(C)C)N2CCC(O)CC2)cc1 (configuration not stated)	i	-17
Cc1cc(NC(=O)C2CC(=O)N(c3ccccc3)C2)no1 (configuration not stated)	i	-17
O=C(NCCS(=O)(=O)N1CCC2(CC1)OCCO2)c1ccc(F)cc1	i	-17
CC(C)CN(C)C(=O)CCc1nnc(Cc2cccc(C(F)(F)F)c2)o1	i	-22
COc1cc(C2c3c(oc4ccccc4c3=O)C(=O)N2c2nccs2)ccc1O (configuration not stated)	i	-19
Cc1cccc(N(CC(=O)Nc2c(C)n(C)n(-c3ccccc3)c2=O)S(C)(=O)=O)c1	i	-9
Cc1nc2ncnn2c(C)c1CCC(=O)NCc1ccco1	i	4
COC(=O)C1=C(C)NC(=O)CC1c1ccccc1 (configuration not stated)	i	-17
CCOC(=O)N=Nc1c(O)n(C)c2ccccc12	i	-7
O=S1(=O)N(Cc2ccccc2F)CCCN1Cc1c(F)cccc1Cl	i	36
CCOc1ccc(NC(=S)Nc2ccccc2C2CC2)cc1	i	2
CCN(CC)CCn1nc2c3c(cccc3c1=O)-c1ccccc1-2	i	-5
c1ccc(-c2c[n+]3c(n2-c2ccccc2)SCC3)cc1	6.6*	-11
O=C(/C=C/c1ccncc1)c1ccc2c(c1)OCCO2	i	-19

By substructure, the compounds so far with an aryl methoxy group (five)
SMILES	CHT allo act	OX1R antag
CCOC(=O)C1(Cc2ccccc2)CCN(Cc2cc(OC)c3c(c2)OCO3)CC1	i	-13
CCOc1ccc(CCNC(=O)Cn2ncn3nc(-c4ccc(OC)cc4)cc3c2=O)cc1OCC	i	-17
COc1ccccc1NS(=O)(=O)c1cc(NC(=O)c2ccncc2)ccc1N1CCOCC1	i	-21
COc1ccc(-c2c(-c3ccc(O)cc3O)n[nH]c2C)cc1OC	i	-7
COc1cc(C2c3c(oc4ccccc4c3=O)C(=O)N2c2nccs2)ccc1O (configuration not stated)	i	-19

2 of the compounds above, in markdown:
| compound | CHT allo act | OX1R antag |
| --- | --- | --- |
| Cc1nc2ncnn2c(C)c1CCC(=O)NCc1ccco1 | i | 4 |
| CN(CC(=O)Nc1ccccc1Cl)C(=O)CCSc1ccc(F)cc1 | i | -13 |

Later entries:
SMILES	CHT allo act	OX1R antag
CCOc1ccccc1C(=O)Nc1cc(C(=O)NCC(C)C)ccc1Cl	i	-16
CC(=O)c1cc(-c2ccc(F)cc2)n(CCC(=O)Nc2cc(C)[nH]n2)c1C	i	-13
Cc1cc(C)n(CCCNC(=O)c2ccc3c(c2)NC(=O)CS3)n1	i	-17
COc1ccc(/C=N/NC(=O)c2ccc(N)cc2)cc1Cn1cc([N+](=O)[O-])cn1	i	-20
CC1CCN(CCCNC(=O)c2cc3c(Cl)nc4ccccc4c3s2)CC1	i	-6
O=C(Nc1nc2c(s1)CCCC2)C1COc2ccccc2O1 (configuration not stated)	i	-33
COc1ccc2ccccc2c1/C=N/n1cnnc1	i	-16
O=C(Cn1nnc(-c2ccccc2F)n1)Nc1ccc(C(=O)N2CCOCC2)cc1	i	-12
CCn1c(=O)c(C(=O)Nc2ncccc2O)c(O)c2ccccc21	i	-4
C=CCn1c(C)cc(C2=NNC(=NCC)SC2)c1C	i	-31
CCCOc1ccc(C(=O)CCNC(Cc2c[nH]c3ccccc23)C(=O)O)cc1 (configuration not stated)	i	-25
CCOc1ccc(N2C(=O)CC(Sc3nc(C)cc(C)n3)C2=O)cc1 (configuration not stated)	i	-7
Cc1c(Br)cc(C(=O)N2CCCC2)c(C)c1C	i	-37
O=C(Nc1ccc2c(c1)OCO2)Nc1ccc2c(c1)OCO2	i	-8
CCc1nnc(NCn2nc(C)cc2C)s1	i	-3
COc1ccc(-n2nnnc2CNC(=O)c2ccc3ccccc3c2)cc1	i	-13
Cc1c(NC(=O)COc2ncnc3ccccc23)c(=O)n(-c2ccccc2)n1C	i	-4
COCCN(C(=O)COC(=O)C1=COCCO1)c1c(N)n(Cc2ccccc2)c(=O)[nH]c1=O	i	-3
Cc1c(C=NCCOCc2ccccc2)cnn1C	i	-67
COc1ccc(N2C(=O)CCC(C(=O)O)C2c2ccc(OC)c(OC)c2)cc1 (configuration not stated)	i	-5
COc1cc(C=O)ccc1OCCCOc1ccc([N+](=O)[O-])cc1	i	-13
CCc1n[nH]c2c1/C(=N/O)CCC2	i	5
Cc1cc(C)c(S(=O)(=O)NCC2CCC(C(=O)NCc3ccccn3)CC2)c(C)c1 (configuration not stated)	i	-27
CCOC(=O)C1(CCCc2ccccc2)CCN(S(C)(=O)=O)CC1	i	-26
COc1cc2sc(-c3ccc(S(C)(=O)=O)cc3)c(-c3ccc4c(c3)OCO4)c2cc1OC	nt	-8
CCOC(=O)N1CCN(C(=O)c2cn(C)c3ccc(S(=O)(=O)N4CCOCC4)cc3c2=O)CC1	i	-12
CC1(C)C/C(=C(/C#N)C(N)=O)CCO1	i	-1
Oc1c(C=NCc2ccncc2)sc2ccccc12	i	-8
COc1cc(OC)c(OC)cc1C#N	i	6
Cc1ccc2c(CSc3nnc(N)s3)cc(=O)oc2c1	i	0
O=C(CNC(=O)c1cccs1)NCC(=O)OCc1ccccc1Cl	i	9
O=C(Cn1ccc([N+](=O)[O-])n1)c1ccccc1	i	-14
O=C(Cc1cccs1)N1CCN(c2cccc(Cl)c2)CC1	i	-16
O=c1cc(CSc2ccccc2)[nH]c2ccccc12	i	-13
Cc1ccc(NC(=S)NC(C)(C)C)c([N+](=O)[O-])c1	i	-11
CC1(C)NC(=O)N(CCCC(=O)Nc2ccc(C(F)(F)F)cc2)C1=O	nt	-4
O=C(CSc1ncn[nH]1)Nc1ccccc1C(=O)O	i	-4
CCOc1ccc(N(Cc2cc3ccc(C)cc3[nH]c2=O)C(=O)COC)cc1	i	-12
Cc1noc(N)c1C(=O)Nc1ccc(F)c(Cl)c1	i	-7
O=C(CN(C(=O)CCC(=O)Nc1nccs1)c1ccccc1F)NCc1ccccc1	i	-7
COc1ccc(NC(=O)N2CCN(c3ccc([N+](=O)[O-])cc3)CC2)cc1OC	i	-11
CC1=CC(C2CC(=O)N(c3ccc(C)cc3)C2=O)CC2C(=O)N(c3ccc(C)cc3)C(=O)C12 (configuration not stated)	i	-36
S=c1[nH]nc(-c2cccnc2)n1Cc1ccccc1	i	-1
CC(=O)Nc1ccccc1-c1nc2ccc(C(=O)N3CCN(c4cc(C)ccc4C)CC3)cc2[nH]c1=O	i	-18
CC(C)CNC(=O)C(=O)Nc1ccc2c(c1)N(S(=O)(=O)c1cccs1)CCC2	i	-21
CCc1noc(C)c1C(=O)Nc1nc2ccc(S(C)(=O)=O)cc2s1	i	-18
CC(=O)Nc1ccc(N/C=C/C(=O)c2ccc(C)cc2)cc1	i	-26
COc1ccccc1/C=C/C(=O)OCC(=O)N1CCCCC1	nt	-27
COc1ccc(OC)c2c1C(=O)c1ccccc1C2=O	i	17
O=C(Nc1ccc([N+](=O)[O-])cn1)c1cc(-c2cccc(Cl)c2)nc2ccccc12	i	-23
O=C(COC(=O)c1cccc(Br)c1)NCC1CCCO1 (configuration not stated)	nt	16
COc1cc(C2NC(=O)NC(C)=C2C(=O)OCc2ccc(C)cc2)cc(OC)c1O (configuration not stated)	i	-15
CCS(=O)(=O)c1ccc2oc(SCC(=O)N3CCCCC3)nc2c1	i	-11
CS(=O)(=O)N1CCCC(C(=O)Nc2ccccc2)C1 (configuration not stated)	i	7
CCCN=C1N(C)C[C@@H]2[C@@H]3C(=O)N(C)C(=O)[C@@H]3[C@](CC)(C(=O)OC)N12	nt	-1
O=C(CSCc1ccccc1Cl)NN=C1CCCCCC1	i	-17
O=C(CSc1nc(-c2ccco2)cc(C(F)(F)F)n1)NN1CCOCC1	i	-5
Brc1ccc(-c2noc(-c3ccccn3)n2)o1	i	-15
Cc1nnc(N2CCCCC2)c2ccccc12	i	-22
CS(=O)(=O)c1sc2nc(-c3cccs3)cc(-c3ccccc3)c2c1N	i	-16

Whole records as entered above.
CCCN=C1N(C)C[C@@H]2[C@@H]3C(=O)N(C)C(=O)[C@@H]3[C@](CC)(C(=O)OC)N12 in the list: CHT allo act = nt; OX1R antag = -1
O=C(CSc1nc(-c2ccco2)cc(C(F)(F)F)n1)NN1CCOCC1 in the list: CHT allo act = i; OX1R antag = -5
CS(=O)(=O)N1CCCC(C(=O)Nc2ccccc2)C1 (configuration not stated) in the list: CHT allo act = i; OX1R antag = 7

Remaining list, next part.
SMILES	CHT allo act	OX1R antag
CCCCOc1ccc(C(=O)NNC(=S)NC(=O)CC)cc1	i	-1
Oc1cc(-c2ccccc2)c2ccccc2c1	i	-6
Cc1ccccc1OCC(=O)NCCNC(=O)c1ccncc1	i	6
CCOc1ccc(S(=O)(=O)N2CCC(C(=O)NCc3cccnc3)CC2)cc1Cl	i	-7
CC(C)CCNC(=O)C(c1ccncc1)N(Cc1cccs1)C(=O)Cn1nnc(-c2ccc(F)cc2)n1 (configuration not stated)	i	-33
O=[N+]([O-])c1ccc(Nc2ccccc2)c2nonc12	i	17
CCNc1cc(Nc2c(C)n(C)n(-c3ccccc3)c2=O)c([N+](=O)[O-])c2nonc12	i	2
Fc1ccc(Sc2cc(Cl)c(-c3ccccc3)nn2)cc1	i	-22
COCC(O)CSc1nc(C)[nH]c1[N+](=O)[O-] (configuration not stated)	i	-7
Cc1ccc(C(=O)CN2/C(=C(\O)c3ccccc3)C(=O)c3ccccc3S2(=O)=O)c(C)c1	i	-9
Cc1ccc(SC(=O)c2c(C)noc2-c2cc(C)on2)cc1	i	-3
COc1ccc(C(=O)NC2CCCCC2)cc1S(=O)(=O)N1CCCC1	i	-19
N#Cc1ccc(NC(=O)COC(=O)C2=COCCO2)cc1	i	-13
Cn1cccc1C(=O)OCC(=O)NCc1cccs1	nt	-3
COCCn1c(=O)[nH]c2cc(C(=O)Nc3cccc(C(C)=O)c3)ccc2c1=O	i	-17
C=C1CCC(OC(C)=O)C2(C)CCC3C(C)C(=O)OC3C12O (configuration not stated)	i	-5
CN(CC(=O)Nc1ccccc1Cl)C(=O)C1CSC2(C)CCC(=O)N12 (configuration not stated)	nt	-2
CCN1C(=O)[C@H]2[C@@H](c3ccc(-c4cc(C(C)=O)cs4)cc3)N[C@@](Cc3ccccc3)(C(=O)OC)[C@H]2C1=O	nt	-18
O=C(Nc1ccccc1C(=O)NCc1ccco1)c1ccco1	i	-6
COc1ccc(C2=NOC(Cn3nc(-c4ccccc4)cc3C(=O)NCc3cccc(Br)c3)C2)cc1 (configuration not stated)	nt	36
Cc1nn(C(=O)c2nn(C)cc2[N+](=O)[O-])c(C)c1Br	i	-10
C[C@H](CO)N1C[C@H](C)[C@@H](CN(C)C(=O)Nc2ccc(C(F)(F)F)cc2)Oc2ccc(NC(=O)Nc3ccc4c(c3)OCO4)cc2C1=O	nt	-7

Rows are unselected; overall some 0.83% were active at least once.
